Gli-Sufu antag = blocks Gli-Sufu signaling in a luciferase reporter | Sufu-KO-LIGHT fibroblasts, Gli luciferase reporter luminescence | inhibition, % at 5 µM | actives 0.74% (n = 340,000);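 active = inhibition above about 55%, limit read from the data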;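 also: 0% = DMSO-treated cells and 100% = wells with medium but no cells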
UBC13 polyUb = blocks human UBC13 polyubiquitin chain formation; actives 0.47% (n = 330,000); P61088; TR-FRET; inhibition, % at 20 µM; in the data active = inhibition above about 45%, passing the limit was not always enough
Target sequence (P61088 whole entry, looked up): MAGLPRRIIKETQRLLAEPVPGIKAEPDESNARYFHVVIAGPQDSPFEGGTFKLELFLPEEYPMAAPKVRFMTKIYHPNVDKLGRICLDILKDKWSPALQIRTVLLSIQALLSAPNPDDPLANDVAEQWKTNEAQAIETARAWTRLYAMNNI
EBI2 block = EBI2 (human) antagonism | P32249 | actives 0.81% (n = 360,000) | EBI2 beta-arrestin recruitment, luminescence, 7a,25-OHC stimulated | AID 651636 | inhibition, % at 5 µM; in the data active = inhibition above about 38%;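 also: enzyme fragment complementation signal reports receptor beta-arrestin coupling in cells; 0% = agonist plus DMSO wells and 100% = wells without agonist; some results beyond the cut were filed as inactive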
CXCR6 inh = inhibitors of human CXCR6 receptor | O00574 | CHO-K1 PathHunter CXCR6 beta-arrestin, luminescence | inhibition, % at 20 µM | actives 0.36% (n = 360,000) | AID 602244; in the data active = inhibition above about 34%, passing the limit was not always enough;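 also: antagonist mode with CXCL16 agonist at 10 nM final; 0% = 10 nM CXCL16 with DMSO and 100% = unstimulated wells without agonist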
APJ antagonist = APJ receptor antagonism. inhibition, % at 20 µM. actives 0.32% (n = 330,000). AID 2521. CHO-K1 APJ beta-arrestin complementation, luminescence. P35414;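 active = inhibition above about 40% at 20 µM, limit read from the data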;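 also: cells challenged with 10 nM apelin-13 agonist together with compound; plate controls were apelin-13 plus DMSO wells for no effect and DMSO wells lacking apelin-13 for full effect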
Target sequence (P35414 whole entry, looked up): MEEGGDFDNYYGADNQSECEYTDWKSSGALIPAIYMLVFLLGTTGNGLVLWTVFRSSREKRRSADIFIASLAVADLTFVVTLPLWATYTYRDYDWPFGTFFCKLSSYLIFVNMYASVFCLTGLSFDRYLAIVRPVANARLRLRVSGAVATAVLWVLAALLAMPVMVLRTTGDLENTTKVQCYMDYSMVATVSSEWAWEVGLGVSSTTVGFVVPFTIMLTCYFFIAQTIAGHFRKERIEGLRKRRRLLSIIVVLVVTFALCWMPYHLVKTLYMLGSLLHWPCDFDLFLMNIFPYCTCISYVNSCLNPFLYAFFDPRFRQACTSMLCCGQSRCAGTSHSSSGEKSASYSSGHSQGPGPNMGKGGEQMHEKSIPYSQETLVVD
CCR6 antagonist = blocks CCL20-driven beta-arrestin recruitment at human CCR6; AID 493098; P51684; CHO-K1 CCR6 PathHunter beta-arrestin, luminescence, CCL20-stimulated; inhibition, % at 20 µM; actives 0.49% (n = 340,000);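 active = compounds whose inhibition of the agonist-driven luminescence signal at 20 µM reaches about 50%, limit read from the data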;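 also: cells stimulated with CCL20 at 14 nM final; plate controls were DMSO with CCL20 for no effect and DMSO without agonist for full effect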
ATG4B inhibitor = ATG4B (human) cysteine protease inhibition. ATG4B cleavage of LC3-PLA2, NBD-HPC fluorescence, 1 h. actives 0.51% (n = 340,000). inhibition, % at 8.33 µM. Q9Y4P1; in the data active = inhibition above about 40%
Target sequence (Q9Y4P1 whole entry, looked up): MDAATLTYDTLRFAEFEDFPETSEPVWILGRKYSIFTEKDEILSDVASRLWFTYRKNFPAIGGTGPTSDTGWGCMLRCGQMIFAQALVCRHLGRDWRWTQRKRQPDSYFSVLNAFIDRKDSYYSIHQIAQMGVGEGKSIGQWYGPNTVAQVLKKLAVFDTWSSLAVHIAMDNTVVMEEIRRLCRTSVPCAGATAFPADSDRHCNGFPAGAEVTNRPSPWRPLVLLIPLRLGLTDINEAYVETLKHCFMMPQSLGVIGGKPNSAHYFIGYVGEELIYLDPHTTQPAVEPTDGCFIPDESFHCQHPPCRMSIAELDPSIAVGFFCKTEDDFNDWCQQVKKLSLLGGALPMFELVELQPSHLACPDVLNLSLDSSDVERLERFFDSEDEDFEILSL
APJ agonist = activates the human apelin receptor APJ; CHO-K1 APJ PathHunter beta-arrestin, luminescence; 0% DMSO wells, 100% apelin; P35414; actives 0.11% (n = 330,000); activation, % at 20 µM;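 active = activation more than six SD over the plate average, tested at 20 µM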;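 also: 0% = DMSO alone and 100% = apelin-13 at 10 nM; some results filed as inactive read as strong as hits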
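assay system = CHO-K1 APJ beta-arrestin complementation cell line | input = cell density 1000 per well | dosing = compound 20 µM once, DMSO 1% | timing = compound 90 min 25 °C, reagent 1 h | measured by = luminescence from split beta-galactosidase complementation, Galacton Star/Emerald II substrate | read-out basis = APJ agonist activity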
* hit, by the source's call; nt = not tested or not shown. The order is random. Share with any hit: about 3%.

Assay codes: A = Gli-Sufu antag; B = UBC13 polyUb; C = EBI2 block; D = CXCR6 inh; E = APJ antagonist; F = CCR6 antagonist; G = ATG4B inhibitor; H = APJ agonist
CCOc1ccccc1C1CC(c2cccc(NS(C)(=O)=O)c2)=NN1C(=O)c1ccccc1 (stereo not drawn)
  A: 5; B: 3; C: -10; D: -3; E: 1; F: -2; G: -6; H: -2

Cc1cc(=O)[nH]c(-c2ccccc2OC(F)(F)F)n1
  A: 1; B: 3; C: -12; D: -12; E: 10; F: 1; G: -12; H: 5

COc1cccc(NS(=O)(=O)c2cc3c(cc2C)NC(=O)CO3)c1
  A: 1; B: 7; C: -3; D: 7; E: 4; F: 0; G: -10; H: 5

O=C(CNc1cccc(C(F)(F)F)c1)N/N=C/c1cccc(Br)c1
  A: -2; B: 11; C: 14; D: -5; E: -3; F: 0; G: 6; H: -1

O=C(Nc1ncnc2sc3c(c12)CCCCC3)c1ccccc1
  A: -2; B: -8; C: 19; D: 7; E: -9; F: 16; G: -7; H: -3

Cc1cc(C)n(-c2nc3ccccc3nc2N2CCOCC2)n1
  A: 4; B: -4; C: -5; D: -5; E: -63; F: 0; G: -5; H: -1

NNC(=O)Cn1nnc(-c2ccc(C(F)(F)F)cc2)n1
  A: 0; B: 2; C: -11; D: -8; E: 8; F: -6; G: -10; H: 3

CCOC(=O)Cc1cc(=O)n2[nH]c(C)c(-c3ccc(Cl)cc3)c2n1
  A: 9; B: -6; C: 0; D: -1; E: 8; F: -4; G: 4; H: 0

O=C(NCCS(=O)(=O)NCc1cccnc1)c1ccccc1
  A: 0; B: 5; C: 2; D: 4; E: -26; F: 4; G: -1; H: -1

S=c1sc2c(N3CCN(Cc4ccccc4)CC3)ncnc2n1-c1ccccc1
  A: 6; B: -10; C: 8; D: 9; E: 7; F: 15; G: 2; H: -2

O=c1oc(Nc2ccc(F)cc2)nc2ccccc12
  A: 1; B: 3; C: -7; D: 0; E: -8; F: 2; G: -9; H: 0

O=C(NC1CCCC1)C(c1cc2c(cc1[N+](=O)[O-])OCO2)N1CCCC1 (stereo not drawn)
  A: -14; B: -4; C: 0; D: -15; E: -37; F: -8; G: 1; H: 7

C#CCOCCOCCOCCNc1nc(N2CCN(C(=O)[C@H](C(C)C)n3cc(CCO)nn3)CC2)nc(N2CCN(C(=O)[C@H]([C@@H](C)CC)n3cc(CCC(=O)O)nn3)CC2)n1
  A: -10; B: nt; C: -12; D: -3; E: nt; F: -3; G: -10; H: nt

COc1ccccc1-n1cc(-c2ccccc2)[nH]c1=S
  A: -3; B: 8; C: -3; D: -12; E: 5; F: -1; G: -4; H: -2

O=[N+]([O-])c1ccccc1NCc1c(O)ccc2ccccc12
  A: 0; B: -6; C: 14; D: 11; E: 3; F: 13; G: 27; H: 0

CCOc1cc(NC(=O)C2CCCO2)c(OCC)cc1NC(C)=O (stereo not drawn)
  A: 8; B: -11; C: -8; D: -8; E: -3; F: -10; G: -1; H: 3

O=C1C=CC(=O)N1c1cccc(-c2ccccc2)c1
  A: 1; B: 6; C: 7; D: 72*; E: -2; F: 76*; G: -11; H: 2

CCCN1CCN(C(c2cc3cc(OCC)ccc3[nH]c2=O)c2nnnn2C2CCCCC2)CC1 (stereo not drawn)
  A: 16; B: 17; C: -11; D: 0; E: 7; F: -2; G: -13; H: -5

O=C(NCc1ccccc1)c1ccc(S(=O)(=O)N2CCCc3ccccc32)cc1
  A: 4; B: -10; C: 30; D: 11; E: 17; F: 15; G: 10; H: -2

COc1ccc(S(=O)(=O)Cc2ccc(C(=O)NCc3cccs3)o2)cc1
  A: -6; B: 7; C: -3; D: 4; E: -57; F: -8; G: -5; H: -3

No new results follow: eleven of the compounds above.
Assay codes: A = Gli-Sufu antag; B = UBC13 polyUb; C = EBI2 block; D = CXCR6 inh; E = APJ antagonist; F = CCR6 antagonist; G = ATG4B inhibitor; H = APJ agonist
O=C(NCCS(=O)(=O)NCc1cccnc1)c1ccccc1
  A: 0; B: 5; C: 2; D: 4; E: -26; F: 4; G: -1; H: -1

S=c1sc2c(N3CCN(Cc4ccccc4)CC3)ncnc2n1-c1ccccc1
  A: 6; B: -10; C: 8; D: 9; E: 7; F: 15; G: 2; H: -2

O=c1oc(Nc2ccc(F)cc2)nc2ccccc12
  A: 1; B: 3; C: -7; D: 0; E: -8; F: 2; G: -9; H: 0

O=C(NC1CCCC1)C(c1cc2c(cc1[N+](=O)[O-])OCO2)N1CCCC1 (stereo not drawn)
  A: -14; B: -4; C: 0; D: -15; E: -37; F: -8; G: 1; H: 7

C#CCOCCOCCOCCNc1nc(N2CCN(C(=O)[C@H](C(C)C)n3cc(CCO)nn3)CC2)nc(N2CCN(C(=O)[C@H]([C@@H](C)CC)n3cc(CCC(=O)O)nn3)CC2)n1
  A: -10; B: nt; C: -12; D: -3; E: nt; F: -3; G: -10; H: nt

COc1ccccc1-n1cc(-c2ccccc2)[nH]c1=S
  A: -3; B: 8; C: -3; D: -12; E: 5; F: -1; G: -4; H: -2

O=[N+]([O-])c1ccccc1NCc1c(O)ccc2ccccc12
  A: 0; B: -6; C: 14; D: 11; E: 3; F: 13; G: 27; H: 0

CCOc1cc(NC(=O)C2CCCO2)c(OCC)cc1NC(C)=O (stereo not drawn)
  A: 8; B: -11; C: -8; D: -8; E: -3; F: -10; G: -1; H: 3

O=C1C=CC(=O)N1c1cccc(-c2ccccc2)c1
  A: 1; B: 6; C: 7; D: 72*; E: -2; F: 76*; G: -11; H: 2

CCCN1CCN(C(c2cc3cc(OCC)ccc3[nH]c2=O)c2nnnn2C2CCCCC2)CC1 (stereo not drawn)
  A: 16; B: 17; C: -11; D: 0; E: 7; F: -2; G: -13; H: -5

O=C(NCc1ccccc1)c1ccc(S(=O)(=O)N2CCCc3ccccc32)cc1
  A: 4; B: -10; C: 30; D: 11; E: 17; F: 15; G: 10; H: -2

(list continues)
Assay codes: A = Gli-Sufu antag; B = UBC13 polyUb; C = EBI2 block; D = CXCR6 inh; E = APJ antagonist; F = CCR6 antagonist; G = ATG4B inhibitor; H = APJ agonist
O=C(CSc1ccc2ccccc2c1)NCc1cccs1
  A: 0; B: -1; C: 16; D: -14; E: -4; F: 10; G: -5; H: 0

O=C(NCCCn1ccnc1)c1cccc(Cl)c1
  A: -4; B: -3; C: -10; D: 7; E: -1; F: 6; G: 0; H: -2

CCOc1ccccc1N(CC(=O)Nc1ccccc1C(=O)OC)S(C)(=O)=O
  A: 10; B: -7; C: 0; D: 1; E: 6; F: -4; G: -11; H: -1

C/C(=C\C(=O)c1ccc(C)o1)Nc1ccc(C(=O)O)cc1C
  A: -8; B: 28; C: -5; D: 0; E: 7; F: 0; G: -7; H: 5

COc1ccc(-c2noc(CCC(=O)NCC3CCCO3)n2)cc1OC (stereo not drawn)
  A: -9; B: 4; C: -2; D: -4; E: 16; F: -1; G: -3; H: -2

CCOc1cc(/C=N/N=C2/NC(=O)C(CC(=O)O)S2)ccc1OCc1ccc(Cl)cc1 (stereo not drawn)
  A: -5; B: -18; C: 0; D: -7; E: -12; F: 11; G: -4; H: -1

O=C(CCN1CCCCC1)c1ccc2c(c1)OCO2
  A: -7; B: -9; C: -5; D: -2; E: -11; F: -27; G: 0; H: -3

O=C(Nc1nc2c(s1)CN(Cc1ccccc1)CC2)c1cccc(S(=O)(=O)N2CCc3ccccc32)c1
  A: 7; B: -12; C: 8; D: -2; E: -15; F: -6; G: 5; H: 0

CN=C1SC(CC(=O)Nc2ccc(C(=O)O)cc2)C(=O)N1C (stereo not drawn)
  A: -4; B: -4; C: 0; D: -7; E: 4; F: 5; G: 11; H: -2

Nc1cc(=O)[nH]c(=O)n1-c1cccc(F)c1
  A: -10; B: -5; C: 4; D: 0; E: 8; F: 20; G: -1; H: -3

CCn1c(SCC(=O)c2ccc(NC(C)=O)c(OC)c2)nnc1-c1ccc(NS(C)(=O)=O)cc1
  A: 1; B: -7; C: -9; D: -6; E: 20; F: 7; G: 4; H: -3

COCc1ccc([C@@H]2C[C@H]3CN(Cc4cccnc4)C(=O)[C@]34CCCN24)o1
  A: 4; B: 3; C: 0; D: -5; E: -27; F: 0; G: -2; H: 0

O=C(NC(=S)Nc1nc(-c2cccc([N+](=O)[O-])c2)cs1)c1cc(Cl)ccc1Cl
  A: nt; B: -28; C: 6; D: 11; E: 10; F: 20; G: 7; H: 0

CC(C)c1ccc(NC(=O)COC(=O)COc2ccccc2)cc1
  A: -5; B: -10; C: -3; D: -5; E: 9; F: 1; G: -1; H: -1

COc1cc(Cc2cc(N)nc(N)n2)cc(OC)c1OC
  A: 0; B: 8; C: 2; D: 4; E: 18; F: 2; G: -8; H: -3

COc1cc(C)c(CNc2cccc(C)c2)cc1C
  A: -1; B: 0; C: -5; D: -8; E: 28; F: 10; G: 7; H: -4

CCCCC(=O)NC(=S)Nc1cc([N+](=O)[O-])ccc1OC
  A: 4; B: -1; C: 0; D: 12; E: -3; F: 13; G: -11; H: -6

CCOC(=O)N1CCN(CC(=O)n2c(C)c(C)c3ccccc32)CC1
  A: 9; B: 5; C: -3; D: 10; E: 10; F: -1; G: -18; H: 1

COc1cc(C(=O)Nc2ccccc2SCc2cc(=O)n3nc(C)sc3n2)cc(OC)c1OC
  A: -2; B: 0; C: -2; D: 1; E: 7; F: -5; G: -7; H: 2

COc1ccc(-n2c(C)cc(/C=C3\SC(=O)NC3=O)c2C)cc1
  A: 16; B: -5; C: -4; D: 9; E: 0; F: 11; G: 19; H: -3

CCCCC1(C)OC(=O)C(=Cc2c[nH]c3ccccc23)C(=O)O1 (stereo not drawn)
  A: -8; B: -3; C: 6; D: -1; E: 6; F: 5; G: 9; H: -3

COCC(=O)N1CCC2CC1c1cc(Cl)ccc12 (stereo not drawn)
  A: 2; B: nt; C: -7; D: 0; E: nt; F: 5; G: -1; H: nt

CCS(=O)(=O)N1Cc2ccccc2CC1C(=O)NCc1cccc(OC)c1 (stereo not drawn)
  A: 2; B: 1; C: 7; D: -22; E: 4; F: -16; G: 3; H: -1

CC[C@H](C)[C@@H](C(=O)NCCCCCCCCCCC(=O)N1CCN(C(=O)OC(C)(C)C)CC1)n1cc(CCCCCNC(=O)OC(C)(C)C)nn1
  A: 57*; B: -14; C: -47; D: 11; E: -27; F: 8; G: 5; H: 13

CN(CC(=O)Nc1ccccc1Cl)CC(=O)Nc1sc2c(c1C(N)=O)CCC2
  A: 3; B: 5; C: -22; D: -8; E: -3; F: 7; G: -13; H: 4

Cc1ccc(C(=O)Nc2cccnc2)cc1S(=O)(=O)N1CCCCCC1
  A: -6; B: 2; C: 12; D: -4; E: 2; F: 15; G: -5; H: 0

O=C(CCNC(=O)c1ccccc1)NC1CCCc2ccccc21 (stereo not drawn)
  A: -13; B: -3; C: -2; D: -5; E: 7; F: 2; G: -2; H: 0

c1ccc(-c2nc(N3CCOCC3)cc(N3CCOCC3)n2)cc1
  A: 3; B: 16; C: 6; D: -1; E: 14; F: -9; G: 3; H: -4

CC(C)(C)OC(=O)COc1ccc(/C=N/NC(=O)CN2CCCCC2)cc1
  A: -47; B: 2; C: -9; D: -5; E: -3; F: 8; G: 3; H: -3

COc1ccccc1CNC(=O)CN1CCN(S(=O)(=O)c2cccs2)CC1
  A: 0; B: -2; C: -2; D: -11; E: -1; F: -7; G: -9; H: 0

Cc1cc(C2=NNC(=NC3CCCCC3)SC2)c(C)n1-c1c(C)n(C)n(-c2ccccc2)c1=O
  A: 0; B: -6; C: 5; D: 6; E: 14; F: -8; G: 15; H: 1

Cc1cccc(-n2c(SCC(=O)NCc3ccco3)nc3ccccc3c2=O)c1
  A: 5; B: -6; C: 15; D: -1; E: 5; F: 16; G: 38; H: -2

CCN(CC)C(=O)C1CCCN(C(=O)c2oc3ccc(C)cc3c2C)C1 (stereo not drawn)
  A: -4; B: 10; C: -8; D: -4; E: 2; F: -7; G: -4; H: -4
